# VCAM1 TNFa inh: inhibitors of TNFa-induced VCAM1 expression, primary screen, imaging, HUVEC, TNFa stimulus, immunofluorescence; HUVEC TNFa-induced VCAM-1 immunofluorescence, high-content imaging; inhibition, % at 2 µM; 95,000 compounds, 0.48% hits;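 active = inhibition above the batch mean plus 3 SD, with images confirmed as a hit by eye, cut at about 37% in these data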;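 also: 0% = TNF-stimulated DMSO wells and 100% = unstimulated control wells; not every result past the cut was called active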
# HUVEC tox IL1B: cytotoxicity in IL-1B stimulated HUVEC, primary screen, cytotoxicity control for IL-1B NFkB translocation project, imaging, Hoechst nuclear count, IL-1B stimulus | HUVEC cell count loss | cell count reduction, % at 2 µM | 94,000 compounds, 0.41% hits | AID 845, 2007;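 active = cell count reduction more than 3 SD above the screen-wide mean, cut at about 70% in these data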;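 also: normalized per plate to untreated control cells as the no-loss baseline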
# Lung fibro prol: antiproliferative effect on LL 47 fibroblasts – human, LL 47 cells, CellTiter-Glo luminescence, primary screen. 85,000 compounds, 1.1% hits. AID 719, 2007. LL 47 human lung fibroblast viability, ATP luminescence; hits give low values. viability, % at 10 µM;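 active = viability at or below 50% in the single dose screen; inactive = viability above 50%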;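 also: compound exposure lasted 72 h before the ATP readout; 100% = median luminescence of untreated cell-only wells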
#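 Test system: LL 47 human lung fibroblasts / Incubation: 72 h compound exposure at 37 °C after overnight plating / Technique: luminescent ATP detection, CellTiter-Glo / Compound dosing: 0.1% DMSO in all compound wells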
# HUVEC prolif 384: inhibitors of HUVEC proliferation, primary screen, cell-based, 384-well. CellTiter-Glo luminescence, 72 h; hits give low values. viability, % at 10 µM (by protocol). 86,000 compounds, 1.1% hits. AID 648, 2007;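 active = viability at or below 30%; inactive = viability above 30%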;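 also: 100% = median luminescence of DMSO-only cell control wells on each plate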
# Pyk2 oligo antag: antagonists of Pyk2 self-association, primary screen, Q293 cells, FERM NanoBiT luminescence, HTS; Protein-tyrosine kinase 2-beta (Homo sapiens), Q14289; hits give low values; z-score (the deposit names both 25 µM and 10 µM); 99,000 compounds, 0.83% hits;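 active = Z-score of -3 or lower, scaled per plate to the spread of control and sample wells; inactive = z-score above -3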;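 also: negative z-score means lost luminescence so less FERM oligomerization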
# Target sequence (Q14289 whole entry, looked up): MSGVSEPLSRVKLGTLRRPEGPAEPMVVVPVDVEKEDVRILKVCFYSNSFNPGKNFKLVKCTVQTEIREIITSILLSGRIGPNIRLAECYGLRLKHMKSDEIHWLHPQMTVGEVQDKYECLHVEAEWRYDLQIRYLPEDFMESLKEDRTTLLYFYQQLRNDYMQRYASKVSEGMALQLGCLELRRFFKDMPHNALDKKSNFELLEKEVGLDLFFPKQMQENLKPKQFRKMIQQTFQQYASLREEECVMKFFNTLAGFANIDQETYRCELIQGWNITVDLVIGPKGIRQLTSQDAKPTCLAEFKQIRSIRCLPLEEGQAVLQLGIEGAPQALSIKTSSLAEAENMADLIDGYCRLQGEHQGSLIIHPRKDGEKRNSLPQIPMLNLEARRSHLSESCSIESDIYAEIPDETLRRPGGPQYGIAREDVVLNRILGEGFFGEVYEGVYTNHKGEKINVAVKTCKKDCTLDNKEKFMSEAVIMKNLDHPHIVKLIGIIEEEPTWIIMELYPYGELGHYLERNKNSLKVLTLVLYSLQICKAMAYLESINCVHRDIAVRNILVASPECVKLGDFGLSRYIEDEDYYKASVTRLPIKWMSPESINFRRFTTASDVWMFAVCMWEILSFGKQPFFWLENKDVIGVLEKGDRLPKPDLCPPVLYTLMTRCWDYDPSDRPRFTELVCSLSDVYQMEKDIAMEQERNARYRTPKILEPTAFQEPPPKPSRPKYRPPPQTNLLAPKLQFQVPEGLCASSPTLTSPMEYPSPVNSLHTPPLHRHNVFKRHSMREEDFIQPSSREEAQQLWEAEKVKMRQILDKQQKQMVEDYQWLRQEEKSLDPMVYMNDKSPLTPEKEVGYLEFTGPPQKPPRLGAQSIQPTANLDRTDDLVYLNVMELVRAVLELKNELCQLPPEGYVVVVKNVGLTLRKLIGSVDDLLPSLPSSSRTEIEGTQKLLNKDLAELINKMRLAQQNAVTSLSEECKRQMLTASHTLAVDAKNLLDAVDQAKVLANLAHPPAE
# H69AR growth 86K: proliferation blockers of H69AR lung cancer cells, primary screen, cell-based, human, 86K library; 85,000 compounds, 6% hits; H69AR lung tumor viability, ATP luminescence, 72 h; hits give low values; viability, % at 10 µM;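 active = viability at or below 40%; inactive = viability above 40%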;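 also: multidrug resistant small cell line overexpressing MRP-1 efflux transporter; 100% = mean luminescence of untreated control wells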
# Smad3 FoxH1 inh: Smad3/FoxH1 peptide binding inhibitors, primary screen, biochemical, TR-FRET; Mothers against decapentaplegic homolog 3 (Homo sapiens), P84022; TR-FRET Smad3/Dy647-FoxH1 peptide binding, europium anti-His; inhibition, % at 25 µM; 88,000 compounds, 0.29% hits;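 active = compounds that reduce the energy-transfer binding signal between the protein and its labelled peptide by more than half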;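 also: 0% = Smad3 plus labelled peptide maximal FRET and 100% = peptide-only background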
# HUVEC tox TNFa: cytotoxicity in TNFa-stimulated HUVEC, primary screen, cytotoxicity control for VCAM1 expression modulator project, imaging, Hoechst nuclei count; AID 848, 2007; HUVEC TNFalpha-stimulated, Hoechst cell count; cell count reduction, % at 2 µM; 93,000 compounds, 0.17% hits;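 active = cell count reduction exceeding the screen mean by over 5 SD, scaled to untreated wells per plate, cut at about 78% in these data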;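 also: cells counted after 24 h of TNF alpha exposure following the 1 h pretreatment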
# cytoskel mod: modifiers of F-actin cytoskeleton organization, primary screen, imaging, HUVEC, phalloidin staining, high-content imaging; HUVEC TNFa F-actin phalloidin imaging; 91,000 compounds, 0.18% hits; inhibition, % at 2 µM;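 active = inhibition above the batch mean plus 3 SD and confirmed as a hit by visual image inspection, cut at about 30% in these data, passing the limit was not always enough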; also: strong numbers were not always called active
# * marks the source's active call; other numbers are inactive results; nt = not tested or not shown; [ ] = remark or other dose. A portion of the library; the hit share may differ from the screen's.
SMILES,VCAM1 TNFa inh,HUVEC tox IL1B,Lung fibro prol,HUVEC prolif 384,Pyk2 oligo antag,H69AR growth 86K,Smad3 FoxH1 inh,HUVEC tox TNFa,cytoskel mod
CCc1ccc(C(C)NC(=O)C2(C)CC2(Br)Br)cc1 (stereo not drawn),11,-22,nt,nt,-0.23,nt,nt,2,-22
COC(=O)c1ccc(C(=O)OC)c(NC(=O)CN(c2ccc3c(c2)OCO3)S(C)(=O)=O)c1,5,20,99,95,-1.2,90,13[fluorescence artefact?],3,nt
Cc1nc2cc(NC(=O)Nc3ccc(N4CCOCC4)cc3)ccc2n1C,-4,4,97,104,2,94,-3,-2,9
CCOC(=O)C(Cc1ccccc1)NC(=O)CNC(C)=O (stereo not drawn),6,-106,107,95,-0.54,93,14[fluorescence artefact?],-18,-16
CCN(C(C)=O)c1nc(CSc2nnc(NC(C)C)s2)cs1,15,-74,97,97,-0.54,99,-3,-12,3
COc1cc(OC)cc(-c2cc(NC(C)=O)n[nH]2)c1,nt,nt,97,89,nt,83,-2,nt,nt
S=C(NCCc1ccccc1)NC1CCCCCC1,-4,-31,nt,nt,0.42,nt,nt,-6,31
C=CCOC(=O)C1=C(C)N=C2SCCC(=O)N2C1c1cccs1 (stereo not drawn),-18,12,99,97,0.27,88,8,10,8
O=C(CSc1ncn[nH]1)Nc1nc(-c2ccccc2)cs1,30,20,103,88,0.56,109,8,0,13
O=C1CCc2cc(S(=O)(=O)N3CCN(Cc4ccc5c(c4)OCO5)CC3)ccc2N1,11,10,nt,nt,2.2,nt,nt,-20,12
O=C(c1ccc(Br)o1)N1CCN=C1SCc1cccc(F)c1,12,-9,106,87,nt,80,4,-11,-17
C=CCNC(=S)NNC(=O)c1cccn(Cc2ccc(Cl)c(Cl)c2)c1=O,15,12,nt,nt,1.2,nt,nt,0,-32
CC(C)CCN1CCNC(=O)C1CC(=O)Nc1ccc(F)cc1 (stereo not drawn),0,-35,96,104,-0.26,99,-5,-4,22
CN(Cc1ccccc1)C(=O)CNC(=O)Cn1cnc2ccccc2c1=O,10,-28,98,101,0.21,98,-2,6,-12
COc1cc(CC(=O)NCc2ccccn2)cc(OC)c1OC,15,8,111,95,0.3,104,4,8,-8
COc1ccc(N2CCN(CCNC(=O)CCN3C(=O)COc4ccccc43)CC2)cc1,nt,nt,93,91,0.8,86,-2,nt,nt
CCOC(=O)C1CCN(C(=O)c2ccc(Cl)c(Cl)c2)CC1,5,94*,100,96,0.45,94,3,-10,-3
O=C(COC(=O)c1cc(-c2ccco2)nc2ccccc12)NCc1ccccc1,11,9,nt,nt,-0.24,nt,nt,4,-10
C=CCNC(=O)Nc1ccc2oc(C)nc2c1,-2,-1,101,96,0.36,88,8,-28,7
CN(C)c1nc(OCCOC(=O)COc2ccc(Cl)cc2Cl)nc(N(C)C)n1,nt,nt,90,100,1.7,94,8,nt,nt
CC1CC(C)CN(C(=O)CNS(=O)(=O)c2ccc(Br)s2)C1 (stereo not drawn),12,-23,nt,nt,-0.33,nt,nt,-18,13
O=C(C1CCCO1)N(c1cccc(Cl)c1)C1C=CS(=O)(=O)C1 (stereo not drawn),nt,nt,101,100,1.1,98,4,nt,nt
CCOC(=O)n1c(=O)oc2cc(S(=O)(=O)N3CCCCC3)ccc21,10,-16,98,112,-1.7,94,-3,-11,16
O=C(CSc1ncn[nH]1)NCCOc1ccccc1,-16,-16,91,98,1.2,95,3,-35,13
O=C1c2ccccc2C(=O)N1OCCOCCOCCBr,8,6,nt,nt,-1.8,nt,nt,-17,-3
# Additional compounds
SMILES,VCAM1 TNFa inh,HUVEC tox IL1B,Lung fibro prol,HUVEC prolif 384,Pyk2 oligo antag,H69AR growth 86K,Smad3 FoxH1 inh,HUVEC tox TNFa,cytoskel mod
COc1ccc(OCCOC(=O)c2ccc(-n3cnnn3)cc2)cc1,1,-85,98,91,0.85,86,-10,-5,-9
CC(C)CN1C(=O)CC(Sc2ccccc2C(=O)O)C1=O (stereo not drawn),-4,1,97,86,-0.05,94,7,-3,nt
COc1ccc(/C=N/NC(=O)c2ccc(Cn3cc([N+](=O)[O-])cn3)o2)c(OC)c1C,17,-2,nt,nt,0.4,nt,nt,-12,6
O=C(O)c1ccc(CSc2nc3ccccc3o2)cc1,9,26,108,99,1.1,97,9,-7,nt
Cc1csc(C2=C(O)CN(c3ccc4c(c3)OCCOCCOCCOCCO4)C2=N)n1,-4,9,nt,nt,0.51,nt,nt,-11,12
CCn1c(=O)cc(OCC(=O)NCC2CCCO2)c2ccccc21 (stereo not drawn),5,8,99,86,1.9,84,8,-23,nt
Cc1nc(C)c(-c2csc(NCCc3ccccc3)n2)s1,5,-19,84,74,0.48,81,2,2,-40
COc1ccc(C2CC(c3c(-c4ccccc4)c4cc(Cl)ccc4[nH]c3=O)=NN2S(C)(=O)=O)cc1OC (stereo not drawn),7,-11,81,74,-0.17,43,-26,14,-23
O=C(Oc1ccc(N(Cc2cccs2)C2=NS(=O)(=O)c3ccccc32)cc1)c1ccco1,8,-27,nt,nt,-2.2,nt,nt,16,-6
CC1CC(=O)c2cnc(N3CCOCC3)nc2C1 (stereo not drawn),-24,-15,90,100,0.5,88,11,-27,2
CC12CCC(C(=O)N3CCCc4ccccc43)(CC1=O)C2(C)C (stereo not drawn),-10,5,90,86,-0.94,80,-2[fluorescence artefact?],-8,54
O=C(Nc1ccccc1C(F)(F)F)N1CCCC(O)C1 (stereo not drawn),2,-16,91,98,0.96,101,5,-4,54
CCOC(=O)C1C(=O)NC(N2CCOCC2)=NC1c1ccco1 (stereo not drawn),12,-10,97,96,-0.46,99,2,-9,8
CC1(C)CC(=O)C=C(NCCN2CCN(C(=O)Nc3ccccc3)CC2)C1,1,-9,97,93,0.03,95,0,-8,-15
COc1ccc(S(=O)(=O)n2nc(-c3cc(OC)c(OC)c(OC)c3)cc2N)cc1OC,nt,nt,96,98,nt,78,-1,nt,nt
O=C(NCCNc1ccc([N+](=O)[O-])cc1)c1ccccc1Br,6,10,nt,nt,-0.59,nt,nt,-6,-14
CCOC(=O)Cc1csc(NC(=O)c2sc3nc4c(C)cc(C)cc4cc3c2N)n1,1,-35,nt,nt,0.29,nt,nt,2,-8
COCCNC(=O)C(OC(=O)c1cc2oc(C)cc2n1C)C(C)C (stereo not drawn),5,11,101,104,-0.17,78,-10,-7,-16
O=C(NCc1cccs1)c1nn2cccnc2c1Cl,-2,7,97,84,0.6,99,7,-17,-8
O=C(Nc1ccc2c(c1)OCCO2)C1CCN(S(=O)(=O)c2ccc3c(c2)OCCO3)CC1,-3,-19,110,102,-1.1,101,12,-15,nt
COc1ccc(NC(=O)CN2CCCCC2)c([N+](=O)[O-])c1,0,-21,nt,nt,-0.04,nt,nt,7,-9
CC(=O)c1ccc(NC(=O)C2CCC(C)(C(=O)O)C2(C)C)cc1 (stereo not drawn),-18,-53,103,91,-0.44,94,-1,-19,nt
C=CCN1C(=O)/C(=C\c2cccs2)C(C(=O)OC)=C1C,8,-15,82,76,1,79,-6,25,-14
CCn1c(=O)cc(OCC(=O)N2CCc3ccccc32)c2ccccc21,nt,nt,91,106,nt,79,9[fluorescence artefact?],nt,nt
COc1ccc(S(=O)(=O)N(Cc2ccccc2)Cc2nc3ccccc3c(=O)[nH]2)cc1,11,-11,98,92,-2.5,83,9,-5,-14
# (more compounds)
SMILES,VCAM1 TNFa inh,HUVEC tox IL1B,Lung fibro prol,HUVEC prolif 384,Pyk2 oligo antag,H69AR growth 86K,Smad3 FoxH1 inh,HUVEC tox TNFa,cytoskel mod
COc1ccc(N(C(C)=O)C2C=CS(=O)(=O)C2)c(OC)c1 (stereo not drawn),1,-71,101,95,-0.48,87,8,-33,nt
CCOc1ccc(OCCSc2nnnn2-c2ccccc2)cc1,1,-7,105,113,-4.1*,90,14,5,-7
CCOC(=O)C(CC)Sc1nnc2cc(C)c3ccccc3n12 (stereo not drawn),-9,-27,103,95,0.82,72,13[fluorescence artefact?],-13,-8
CC(=O)Nc1nonc1NC(=O)c1ccc(F)cc1,3,0,93,99,0.78,87,11,-2,nt
Clc1ccc(Cc2noc(-c3cccs3)n2)cc1,nt,nt,99,118,-0.25,73,1,nt,nt
CCOC(=O)c1ccc(NC(=O)c2c(C)[nH]c(C(=O)OCC)c2C)cc1,nt,nt,49*,96,-0.98,75,-1,nt,nt
Cn1c(NC(=O)c2cc(Cl)ccc2Cl)cc(=O)n(C)c1=O,18,5,98,102,nt,93,17,16,-12
O=C(CCCCCN1C(=O)C2C3C=CC(C3)C2C1=O)Nc1nccs1 (stereo not drawn),nt,nt,105,109,nt,87,9,nt,nt
COCCN1Cc2cccc(C(=O)Nc3ccc(S(=O)(=O)N4CCCCC4)cc3)c2C1=O,nt,nt,84,74,nt,48,11[fluorescence artefact?],nt,nt
COc1ccc(N2CCN(C(=O)CCCC3=NS(=O)(=O)c4ccccc4N3)CC2)cc1,-7,-67,99,94,-0.21,77,-16,-35,nt
CCN1CCCC1Cn1cnc2c([nH]c3ccc(Cl)cc32)c1=O (stereo not drawn),-6,-3,102,90,-0.15,82,7,-41,5
OC(CN1C2=NCCCN2c2ccccc21)c1ccc(Cl)cc1 (stereo not drawn),nt,nt,99,84,nt,78,9,nt,nt
CCC(Sc1nc(C)cc(C)n1)C(=O)O (stereo not drawn),12,-15,99,99,-0.01,102,8,-36,29
CC(C)OC(=O)c1sc2nc3c(cc2c1N)C(=O)CCC3,nt,nt,99,97,-1.1,89,4,nt,nt
O=C(CCc1ccc(S(=O)(=O)NCCc2ccccc2)cc1)NCc1ccc2c(c1)OCO2,14,-103,107,99,0.01,104,-1,7,-6
C/C(=N/NC(=O)c1ccoc1C)C12CC3CC(CC(C3)C1)C2,9,-4,102,101,1.8,105,14,-13,nt
Cc1cc(NC(=O)COC(=O)[C@H](C)NC(=O)c2ccccc2)no1,14,7,96,85,1.3,96,0,2,2
CC(=O)Nc1ccc(S(=O)(=O)N2CCN(C(=O)N3CCCCCC3)CC2)cc1,nt,-31,93,100,0.05,72,15,nt,nt
COC(=O)CCc1c(C)nc(N)[nH]c1=O,16,4,100,100,0.33,97,-10,6,-12
Cc1cccc(C)c1NC(=O)CN1C(=O)S/C(=C\c2cccn2-c2cccc(C(=O)O)c2)C1=O,-9,-30,nt,nt,-1.3,nt,nt,7,-17
C/C(=N\O)C(=O)NCc1ccccn1,18,-16,104,103,0.17,98,6[fluorescence artefact?],-8,7
Cc1cc(=O)[nH]c(SCCCOc2ccccc2Cl)n1,-11,-3,102,89,0.58,90,11,-1,nt
CCc1ccc(-c2ccc(C(=O)C(F)(F)F)[nH]2)cc1,3,-14,nt,nt,2.6,nt,nt,-7,13
C=C(Cl)COc1ccc2c(C)cc(=O)oc2c1,18,-15,103,93,0.68,101,-4,14,-26
CC(C)(C)c1ccc(/C=N/NC(=O)Cc2c[nH]c3ccccc23)cc1,-12,2,nt,nt,-2.5,nt,nt,-18,12

# Shown as a hit in Pyk2 oligo antag, of those listed so far:
Compound | VCAM1 TNFa inh | Pyk2 oligo antag | Smad3 FoxH1 inh | cytoskel mod
CCOc1ccc(OCCSc2nnnn2-c2ccccc2)cc1 | 1 | -4.1* | 14 | -7
